Assay outcomes deposited in PubChem by National Center for Advancing Translational Sciences (NCATS).
D1 PAM – human D1 dopamine receptor positive modulation | P21728 | HEK293 TREx D1 cells, calcium flux, dopamine EC20 potentiation | potentiation, % at 10 µM | 0.036% of 360,000 active; in the data active = potentiation above about 30%; also: 0% is about no effect
Target sequence (P21728 whole entry, looked up): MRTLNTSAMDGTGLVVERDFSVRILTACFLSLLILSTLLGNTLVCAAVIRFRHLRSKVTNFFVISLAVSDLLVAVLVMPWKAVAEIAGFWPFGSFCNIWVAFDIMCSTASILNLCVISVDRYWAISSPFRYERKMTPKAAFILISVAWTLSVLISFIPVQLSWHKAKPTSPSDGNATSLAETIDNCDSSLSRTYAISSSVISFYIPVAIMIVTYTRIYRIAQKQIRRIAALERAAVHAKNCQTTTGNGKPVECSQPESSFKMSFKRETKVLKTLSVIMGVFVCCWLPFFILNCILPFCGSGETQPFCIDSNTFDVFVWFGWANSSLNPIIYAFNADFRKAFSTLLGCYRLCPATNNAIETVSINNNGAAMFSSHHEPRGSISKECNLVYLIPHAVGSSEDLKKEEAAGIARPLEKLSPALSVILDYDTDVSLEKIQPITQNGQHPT
TRHR ag – TRH receptor (human) agonism; P34981; TRHR cells, calcium flux fluo-8, FDSS agonist mode; activation, % at 2 µM; 0.18% of 360,000 active; AID 493084; in the data active = activation above about 30%; also: 0% is about no effect
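Agonist-mode FDSS calcium read (Ex 480/Em 530, 1 s cycles) in 1536-well TRHR cells with fluo-8 dye, after 10-cycle baseline and 23 nL compound addition; TRH at EC20 (10 nM final) added afterwards for the enhancer phase.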
Anesthetic bind – binds horse apoferritin like a general anesthetic; apoferritin/1-aminoanthracene competitive binding, fluorescence; Potency, µM (series often up to 77.5 µM), for inactives: top-dose activity change, negative = displacement, hits mostly inhibitors; 0.074% of 350,000 active; AID 485281; also: potency is read from the fitted curve at half-maximal effect; % is scaled to controls: 0 for no effect and ±100 for the full control effect; nearly all actives have a fitted effect of over 20% in size
Target sequence (P02791 2-175 limits assumed): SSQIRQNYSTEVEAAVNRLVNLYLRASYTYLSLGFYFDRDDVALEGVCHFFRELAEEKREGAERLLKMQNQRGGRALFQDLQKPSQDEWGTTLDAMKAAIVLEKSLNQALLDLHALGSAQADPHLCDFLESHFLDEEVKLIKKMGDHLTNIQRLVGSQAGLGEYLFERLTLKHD
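Read-out: endpoint 1-AMA fluorescence, excitation 380 nm and emission 535 nm, after compounds sit 10 min at room temperature with 10 uM horse-spleen apoferritin in 50% saturated 1-AMA/PBS. Values come from four-parameter Hill fits.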
D2 PAM – D2 dopamine receptor (human) potentiation. HEK293 T-REx D2, calcium flux, EC20 dopamine potentiation. 0.34% of 340,000 active. AID 485347. potentiation, % at 10 µM. P14416;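 active = potentiation over 3 SD above the plate norm, cut at about 30% in these data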; also: 0% is about no effect
Target sequence (P14416 whole entry, looked up): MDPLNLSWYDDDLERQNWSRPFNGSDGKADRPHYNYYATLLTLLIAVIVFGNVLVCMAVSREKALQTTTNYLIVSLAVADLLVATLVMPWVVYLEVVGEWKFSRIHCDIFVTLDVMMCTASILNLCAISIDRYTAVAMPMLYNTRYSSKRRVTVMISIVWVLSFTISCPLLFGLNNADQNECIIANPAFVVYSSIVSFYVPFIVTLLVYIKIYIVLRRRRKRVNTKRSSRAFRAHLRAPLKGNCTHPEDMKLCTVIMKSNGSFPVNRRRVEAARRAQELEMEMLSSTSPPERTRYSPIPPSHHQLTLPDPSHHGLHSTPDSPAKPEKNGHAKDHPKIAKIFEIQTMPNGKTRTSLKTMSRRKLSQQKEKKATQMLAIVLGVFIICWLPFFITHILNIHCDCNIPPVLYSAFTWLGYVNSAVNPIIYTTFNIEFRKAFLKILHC
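Calcium flux readout, no-wash dye, 1 read/s. Inducible HEK293 Trex D2 line, overnight 30 C. Compound alone 180 s (agonist flags), then EC20 dopamine, another 180 s to score potentiation.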
D1 agonist – human D1 receptor agonism. P21728. HEK293 T-REx D1 cells, calcium flux, agonist mode. activation, % at 2 µM. 1% of 360,000 active. AID 504660; in the data active = activation above about 30%; also: 0% is about no effect
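Inducible HEK293 T-REx D1 cells, force-coupled to calcium signalling, were plated at 4000 cells/well with tetracycline and held overnight at 30 C. After no-wash calcium dye loading, compound-evoked calcium rise over 180 s flagged agonists.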
D1 antagonist – blocks dopamine activation of the human D1 receptor; P21728; HEK293 TREx D1 cells, calcium flux, dopamine EC80; hits give low values; activity change, negative = inhibition, % at 10 µM; 3.2% of 360,000 active; AID 504652; in the data active = activity change below about -30%; also: % is scaled to controls: 0 for no effect and ±100 for the full control effect
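Tetracycline-induced HEK293 Trex D1 cells, force-coupled to calcium, dye-loaded; compounds added and read 180 s, then EC80 dopamine added and calcium flux tracked kinetically another 180 s.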
RXFP1 antag – RXFP1 (human) relaxin receptor antagonism. HEK293-RXFP1, relaxin-stimulated cAMP HTRF, 30 min; hits give low values. activity change, negative = inhibition, % at 57.5 µM. 0.59% of 350,000 active. AID 1259400;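 active = activity change of -60% or lower, but not beyond a set lower limit; inconclusive = change between -60% and -40%, or beyond the set limit; inactive = change above -40%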; also: % is scaled to controls: 0 for no effect and ±100 for the full control effect
RXFP1 agonist – RXFP1 (human) receptor agonism; Potency, µM (series often up to 57.5 µM), inactives show top-dose activation, hits mostly activators; Q9HBX9; HEK293T-RXFP1 cAMP TR-FRET, 30 min; response scale: percent of porcine relaxin response, buffer zero; 0.3% of 370,000 active; also: potency is read from the fitted curve at half-maximal effect; % is scaled to controls: 0 for no effect and ±100 for the full control effect; nearly all actives have a fitted effect of over 60% in size; many of its hits are not listed in these tables
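cAMP rise read by TR-FRET after 30 min, 37C compound exposure (up to 58 uM) in RXFP1-transfected HEK293 cells with Ro 20174 present. EC50 from Hill-equation fits, with 29 nM porcine relaxin as 100% and buffer as basal.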
TRHR enhancer – allosterically enhances the human TRH receptor. P34981. 0.66% of 360,000 active. TRHR cells, fluo-8 calcium fluorescence, EC20 TRH enhancement. enhancement, % at 2 µM. AID 493056; in the data active = enhancement above about 30%; also: 0% is about no effect
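TRHR-expressing cells loaded with fluo-8 calcium dye were read kinetically (ex 480/em 530) during compound addition, then stimulated with an EC20 of TRH (10 nM final). Enhancement of the Gq-mediated intracellular calcium response was scored.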
* hit, by the source's call; ? = inconclusive; / = no result given; & = joins results of further samples; [ ] = dose if it differs, or a comment. Unless noted, calls follow the shape of the dose curve; as a rule, active = well fitted curve in the direction sought with a large enough effect; inconclusive = small, poorly fitted or top-dose-only effect, or another doubt; inactive = no such curve, though single readings can be large; an effect the other way counts as inactive or inconclusive.

compound,D1 PAM,TRHR ag,Anesthetic bind,D2 PAM,D1 agonist,D1 antagonist,RXFP1 antag,RXFP1 agonist,TRHR enhancer
Cc1ccccc1OCC(=O)NNC(=O)c1ccc2c(=O)n3c(nc2c1)CCC3,-3,-0.3,/,-6,4,-3,-12,0.2%,2
CCCc1cc(=O)oc2cc(OCC(=O)NCCCn3ccnc3)ccc12,-4,0.2,-3%,-4,4,-2,-7,-1.1%,1
Cc1ccc(NS(=O)(=O)c2ccc(C)c(C(=O)NCC(c3ccccc3)N(C)C)c2)cc1 (centres undefined),6,1.8,/,3,19,15,-12,-1.8%,-1
Cc1cccc(OCC(=O)N/N=C/c2ccc3c(c2)OCO3)c1,1,-1.0,?,4,0,5,-12,-1.2%,7
Cc1ccc(N(CC(=O)NC2CCCCC2)C(=O)CNC(=O)c2ccco2)cc1F,4,0.7,-1%,13,1,-3,2,-0.6%,8
O=C(/C=C/c1ccccc1[N+](=O)[O-])N1CCCCC1,-1,-0.1,-11%,15,0,-21,-8,1.1%,7
CCOC(=O)c1cnc2c(ccc3ccccc32)c1Nc1ccc(N(C)C)cc1,-1,0.5,-14%,-8,6,2,-7,0.4%,-12
COc1ccc(CNc2ccc(N3CCOCC3)cc2)cc1,1,-0.1,?,3,4,4,-1,-1.9%,5
Cc1ccc(-c2nnc(Nc3ccc(Br)cc3)c3ccccc23)cc1S(=O)(=O)N1CCOCC1,-6,0.1,165%[activator],/,2,-14,/,-0.9%,-6
Cc1cccc(N(C)c2ccc3cc(S(=O)(=O)N4CCCC4)ccc3n2)c1,1&-4,0.6&0.0,46%[activator],11&-4,4&4,2&3,4&7,1.9%&3.9%,-24&-4
COc1cc(CCCN2CCNC[C@@H]2C(C)O)cc(OC)c1OC (some centres undefined),0,0.0,/,-7,1,11,/,1.2%,0
O=C(N=C1SC2CS(=O)(=O)CC2N1c1ccc(Cl)cc1)C1CCCO1 (centres undefined),-1,0.4,-4%,1,1,-19,-3,0.2%,0
O=C(COc1ccccc1-c1nc(-c2ccccc2)no1)Nc1ccccc1[N+](=O)[O-],-1,-0.6,-14%,-14,0,0,/,-3.3%,41*
O=C(CN1C(=O)CSc2ccc(S(=O)(=O)N3CCOCC3)cc21)NCCCN1CCCCC1,2&1,0.2&-0.2,-11%&-1%,-2&1,3&-2,-2&-9,20&-2,-4.4%&1.3%,3&19
COc1ccccc1NC(=O)Cn1nc(-c2ccc3c(c2)OCCO3)ccc1=O,-5,-0.2,11µM*,0,2,5,1,-2.7%,4
COc1ccc(N2CCN(C3CC(=O)N(C)C3=O)CC2)cc1 (centres undefined),-6,0.6,-2%,9,2,-1,-10,-0.1%,-2
COc1cccc(OCc2cc(/C=N/n3cncn3)ccc2OC)c1,4,-0.8,-13%,22,0,-12,10,0.1%,2
O=C(c1ccc2c(c1)OCCO2)C1CCN(C(=O)c2ccc(F)cc2)CC1,-7,0.7,1%,/,4,-16,-3,-1.2%,9
O=C(COC(=O)Cn1cnc2ccccc21)Nc1cc(S(=O)(=O)N2CCOCC2)ccc1Cl,-10,0.0,-8%,12,2,-15,-3,4.5%,-8
COC(=O)c1sc(S(=O)(=O)Nc2ccc3cn[nH]c3c2)c(C(=O)OC)c1C,-7,-0.5,-4%,3,3,6,-12,-0.1%,4

Taken from above:
`CCOC(=O)c1cnc2c(ccc3ccccc32)c1Nc1ccc(N(C)C)cc1` in TRHR enhancer → -12
`CCCc1cc(=O)oc2cc(OCC(=O)NCCCn3ccnc3)ccc12` in TRHR enhancer → 1

New compounds follow:
compound,D1 PAM,TRHR ag,Anesthetic bind,D2 PAM,D1 agonist,D1 antagonist,RXFP1 antag,RXFP1 agonist,TRHR enhancer
O=C(Nc1ccccc1)c1ccc(Br)o1,-7,-0.1,-13%[163 µM],-4,-4,-1,/,1.5%,7
Cc1ccc2c(Cl)cc(Cl)c(OCC(=O)N(C(C)C)C(C)C)c2n1,-4,-0.3,-3%,5,2,3,-16,2.3%,-5
CS(=O)(=O)N1CCC(C(=O)Nc2ccccc2Cl)CC1,0,0.3,-7%,-3,-1,-8,-7,0.9%,4
Cc1ccc(Nc2nc3ccccc3n3cnnc23)c(Cl)c1,-4,0.6,-1%,8,2,5,-1,20%,4
COc1ccc(Br)cc1CNC(=O)C1CCN(S(=O)(=O)N2CCC(C)CC2)CC1,-3,-1.2,0%,3,3,3,-5,2.8%,-7
CCN(CC(=O)Nc1ccccc1OC)C(=O)C1CCCC1,/,-0.1,/,-6,1,18,-4,0.5%,7
O=C(NCc1ccc(F)cc1)C1CCN(S(=O)(=O)c2ccc3c(c2)CCCN3C(=O)C2CCC2)CC1,-3,-0.7,11%,-5,0,4,-10,0.5%,-9
CCOc1ccc(C(C)C)cc1S(=O)(=O)Nc1ccc(Cl)cn1,-1,-0.8,-1%,1,2,9,-2,-0.8%,-4
COc1ccc(C)cc1NS(=O)(=O)c1c(C)nc2sc(C)cn2c1=O,-5,-1.0,1%,5,7,-7,5,0.4%,-1
COc1ccc2c(c1)C(C)=CC(C)(C)N2S(=O)(=O)c1ccc(C)cc1,-1,0.0,-10%,-10,3,0,-14,-0.7%,-9
CCOC(=O)C1=C(COC(=O)[C@@H]2CCCN2S(=O)(=O)c2ccc(C)cc2)NC(=O)NC1C (some centres undefined),-10,-0.6,-12%,8,3,-19,-10,-1.4%,-3
O=C1c2cccc3cccc(c23)C(=O)N1Cc1ccco1,-1,0.1,-7%,9,-1,5,-2,0.2%,-1
CCN(CC(F)(F)C(F)F)S(=O)(=O)c1ccc(NC(=O)OC)cc1,0,-0.6,-11%,14,-1,11,-2,1.4%,11
O=C1CN(C(=O)/C=C/c2ccc(Cl)cc2Cl)CCN1,-6,15,-9%,16,-1,-7,-8,-1.0%,5
CCc1ccc(C(c2ccccc2)c2c[nH]c3ccc(C)cc23)s1 (centres undefined),0,-0.8,-22%,-4,1,-6,?,2.4%,1
C=CCN(CC=C)c1nc2ccccc2nc1C(C#N)C(=O)OCCOC (centres undefined),2,0.7,-13%,8,2,8,-14,0.3%,-3
CC(=O)N1c2ccccc2C2CCCC[C@@H]21 (some centres undefined),-2,0.5,/,-6,3,/,/,-0.5%,3
Cc1nc(C)c(-c2csc(N)n2)s1,-7,0.6,-7%,-6,3,-31*,-13,-1.0%,2
CN(C(=O)C1CCC(=O)N(Cc2cccc(F)c2)C1)C1CCCCC1 (centres undefined),3,0.3,-9%,9,2,15,-1,-0.7%,0
COC(=O)c1scc(-c2ccc(C)cc2)c1S(=O)(=O)Nc1ccc(N(C)C)cc1,-3,-0.6,58%[activator],6,2,-8,/,-2.6%,-2

More results:
compound,D1 PAM,TRHR ag,Anesthetic bind,D2 PAM,D1 agonist,D1 antagonist,RXFP1 antag,RXFP1 agonist,TRHR enhancer
CCN1C(=NCc2cc(OC)c(OC)c(OC)c2)N[C@@H](c2cccc(F)c2)C(C(=O)OC)=C1C,-1,0.2,-23%,/,2,-2,/,-0.5%,-4
Cn1cnc2c(=O)oc3ccc(S(=O)(=O)N4CCN(c5cccc(Cl)c5)CC4)cc3c21,-2,-0.8,-5%,/,1,-5,-3,6.8%,-4
Cc1cccc(-c2noc(CN(C(C)C)S(=O)(=O)c3ccc(F)cc3)n2)c1,-10,3.4,17%,-6,24,-21,-5,-1.0%,0
CCCS(=O)(=O)Nc1c(C(=O)OC)[nH]c2ccccc12,-4,0.4,12%,-1,5,-18,-3,0.7%,-1
Cn1c(SCc2nc3ccccc3[nH]2)nnc1-c1cnccn1,2,0.1,-8%,5,1,-9,-8,2.1%,-2
COc1ccc(N/N=C(C)/C(=N/O)C(=O)Nc2ccccc2)cc1,-3,-0.9,-19%,-2,1,4,0,-0.2%,-9
O=C(CCC(=O)N/N=C/c1ccc(Br)s1)NCc1ccccc1,-8,-0.4,-7%,9,0,-11,-18,1.9%,-3
CN(C)c1ccc(/C=N/NC(=O)c2ccn(C)n2)cc1,-1,0.2,5%,-2,1,-5,-2,-5.0%,-3
CC(=O)N1CCc2cc(C(=O)CN3CCN(c4ccccn4)CC3)ccc21,-12,-0.5,2%,-29,5,-13,-19,0.2%,0
O=C(COc1ccccc1)N1CCN=C1SCc1ccc(F)cc1,0,-0.1,-7%,2,5,2,-3,3.0%,-4
COC(=O)CCN(C(=O)c1ccc(OC(C)=O)cc1)c1ccccn1,6,0.0,-7%,27,3,-4,-1,0.4%,3
COc1ccc(S(=O)(=O)Nc2cccc3cccnc23)c([N+](=O)[O-])c1,-2,1.3,/,/,4,-28,/,/,-4
Cc1ccc(NCC(=O)c2ccc(C)cc2)cc1,-3,-0.3,-14%,-6,4,1,-4,2.1%,-3
CC(=O)c1ccc(S(=O)(=O)N(C)CCCC(=O)N(C)Cc2ccccc2F)cc1,-2,0.8,-12%,/,5,-19,8,-1.8%,-1
Nc1ncc(Br)cc1S(=O)(=O)NCCC(=O)NCc1ccc(F)cc1,-3,-0.5,-3%,-3,5,8,6,1.8%,-2
Cc1nc(-c2cccnc2)sc1C(=O)N/N=C/c1ccccc1Cl,-2,-0.2,8%,2,1,-2,-13,-3.4%,-4
CC1(C)CC(=O)c2cnc3nc4ccccc4n3c2C1,11,-0.2,-8%,/,-1,7,3,11%,6
Cn1c(SCC(=O)NC2CC2)nnc1-c1ccccn1,2,0.5,1%,-4,4,-1,5,1.6%,4
Cn1c(=O)c2ncn(CC(=O)Nc3ccc4c5c(cccc35)CC4)c2n(C)c1=O,-3,1.1,-2%,/,-1,3,-5,9.2%,5
COc1ccc(OC)c(NC(=O)Cn2c(=O)n(Cc3ccccc3)c(=O)c3ccccc32)c1,-1,0.4,-11%,-5,3,-5,-5,1.1%,-7

(further entries)
compound,D1 PAM,TRHR ag,Anesthetic bind,D2 PAM,D1 agonist,D1 antagonist,RXFP1 antag,RXFP1 agonist,TRHR enhancer
N#CCCN(C(=O)CSc1ccc2c(c1)OCCO2)c1ccc(F)cc1,9,0.8,-19%,-4,3,-3,-3,-0.2%,-4
Cc1ccc(CNC(=O)Cn2cccc2C(=O)c2ccccc2)cc1,-5,0.1,?,-7,1,-1,2,-0.5%,4
Nc1nc(-c2ccc3ccccc3c2)cs1,-1,-0.2,?,0,1,-2,-31,0.1%,-1
Cc1cc(NC(=O)CSc2nc3ccccc3c(=O)n2Cc2ccccc2)no1,-3,0.0,-15%,6,8,1,-10,2.7%,2
CC(C(=O)NN=C(c1ccccc1)c1ccccc1)N1CCOCC1 (centres undefined),-1,-0.9,?,0,1,-1,6,-0.5%,-1

An excerpt, so the mix of outcomes need not match the whole.
